Source: PubChem
PhoP GFP inhibition – Inhibition of PhoP regulon, Salmonella typhi GFP reporter cells, confirmation, 4 h (AID 1850) | Salmonella Typhi PhoP-promoter GFP reporter, fluorescence, 4 h; higher % means a stronger effect | 310,000 tested, 0.33% active | inhibition, % at 50 µM; hits with a dose series show IC50 in µM; in the data active = a potency from the dose series; inconclusive = inhibition mostly from about 25% at the one dose, without a potency; inactive = the rest, 99 in 100 with inhibition below about 19%;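 note: 0% = induced wells with vehicle and 100% = uninduced wells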
M. tuberculosis – growth inhibition of non-replicating M. tuberculosis (AID 488890); 320,000 tested, 0.39% active; Mycobacterium tuberculosis non-replicating, growth inhibition; higher % means a stronger effect; one-dose inhibition, % at 25 µM; IC50 in µM for titrated hits; in the data active = a potency from the dose series; inconclusive = inhibition mostly from about 82% at the one dose, without a potency; inactive = the rest, 99 in 100 with inhibition below about 76%;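 note: plate controls were DMSO cells for no effect and high antibiotic wells for full effect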
VEEV TC-83 Vero – inhibitors of VEEV TC-83 cytopathic effect, confirmation, Vero cells (AID 588727) | Vero cells, VEEV TC-83 cytopathic effect inhibition; higher % means a stronger effect | inhibition, % at 20 µM, or IC50 in µM where a hit was titrated | 350,000 tested, 0.13% active; in the data active = a potency from the dose series; inconclusive = inhibition mostly from about 14% at the one dose, without a potency; inactive = the rest, 99 in 100 with inhibition below about 12%; note: strong numbers were not always called active
H37Rv inhibition – M. tuberculosis growth inhibition, HTS (AID 449762); M. tuberculosis H37Rv growth inhibition, 7H9 media; higher % means a stronger effect; one-dose inhibition, % at 25 µM; IC50 in µM for titrated hits; 330,000 tested, 0.59% active; in the data active = a potency from the dose series; inconclusive = inhibition above about 70% without an active follow-up result;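 note: bacterial growth assessed after seven days of incubation; strong numbers were not always called active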
H1N1 NS1A inhibition – NS1A inhibition, H1N1 influenza, cell based functional assay (AID 504329) | inhibition, % at 12.5 µM; hits with a dose series show IC50 in µM | 340,000 tested, 0.3% active | NS1A functional cell-based assay, percent inhibition; higher % means a stronger effect; in the data active = a potency from the dose series; inconclusive = inhibition above about 27% without an active follow-up result; note: strong numbers were not always called active
VEEV TC-83 Vero 10K pilot screen – second read-out of VEEV TC-83 Vero, no call of its own (marks repeat the call); inhibition, %; measured here: 10K pilot screen inhibition
* hit, by the source's call; i = inactive; ? = inconclusive; · = not tested or not shown.

SMILES	PhoP GFP inhibition	M. tuberculosis	VEEV TC-83 Vero	H37Rv inhibition	H1N1 NS1A inhibition	others
CCN(CC)S(=O)(=O)c1ccc2[nH]c(=O)cc(C(=O)N(C)C3CCS(=O)(=O)C3)c2c1 (centres undefined)	·	-2.2%	1.7%	-1.7%	-11.8%
Cc1cccc(NC(=O)c2oc(=O)c3ccccc3c2-c2ccccc2)c1C	4.6%	-2.7%	1.5%	1.5%	-2.6%
CC(=O)c1cccc(Nc2nc(=O)c3cccnc3s2)c1	2.1%	1.2%	3.7%	-0.5%	25.1%
COc1cc(NCc2ccccc2)c2ncn(C(C)C)c2c1	·	29.1%	i	1.6%	0.8%
COc1ccccc1C(=O)Nc1ccc(CN2CCCCC2)cc1	6.6%	6.5%	2.1%	1.4%	-1.1%	VEEV TC-83 Vero 10K pilot screen=1.7
O=C(NC1=NCCS1)c1cccc(OC(F)F)c1	0.8%	4.4%	0.9%	1.8%	-11.1%
CC(C)(C)NC(=O)CCn1nc(-c2ccc(Cl)cc2)c2ccccc2c1=O	-6.2%	37.3%	0.3%	33.8%	-1.3%
CC(C)N(Cc1ccccc1)C(=O)CSc1nccn1C	-22.0%	7.5%	0.5%	9.2%	-5.4%
Nc1nonc1-n1nnc(C(=O)N/N=C/c2cccs2)c1CSc1ccccc1	-3.7%	8.9%	0.9%	1.0%	1.6%
C/C(=C\C(=O)OCCCCCCCCC(=O)O)C[C@@H]1OC[C@H](C[C@@H]2O[C@H]2[C@@H](C)[C@H](C)O)[C@@H](O)[C@H]1O	13.1µM*	-16.2%	2.7%	-8.0%	1.4%
COc1ccccc1N1CCN(Cc2cc(=O)c(OCC(=O)NC(C)C)co2)CC1	2.2%	1.2%	2.7%	2.9%	-8.4%
CCCCC(c1nnnn1C(C)C)N1CCN(C(=O)c2ccco2)CC1 (centres undefined)	-1.8%	7.2%	i	0.4%	4.0%
COc1ccc2nc(NC(=O)C3CCN(S(=O)(=O)c4cccc5nsnc45)CC3)sc2c1	9.9%	34.8%	i	-17.2%	7.0%
CCO[C@@H]1OC(C(=O)N2CCN(Cc3ccccc3)CC2)=C[C@H](C2CC2)[C@H]1CCCO	-0.7%	2.0%	5.4%	-0.5%	-11.8%
COc1cc(OC)c(N(C)S(=O)(=O)c2cccc(C(=O)OCC(=O)N(C)C3CCCCC3)c2)cc1Cl	·	·	8.0%	·	-9.0%
CCN1C[C@@H]2[C@@H]3C(=O)N(Cc4ccccc4)C(=O)[C@@H]3[C@](CC)(C1=O)N2C(=O)c1ccccc1	·	·	i	·	1.7%
Cc1onc(-c2ccccc2)c1C(=O)NNC(=S)NC(=O)/C=C/c1ccccc1	-7.8%	74.0%	1.6%	-7.5%	31.8%
O=C(OCCN1CCOCC1)c1ccc(O)cc1	1.5%	2.1%	i	6.2%	-4.0%
C[C@@H]1CN([C@@H](C)CO)C(=O)c2cc(NC(=O)Nc3ccc(F)cc3)ccc2O[C@@H]1CN(C)Cc1ccc(Oc2ccccc2)cc1	·	76.0%	i	?	4.5%
N/C(CC1CC1(Cl)Cl)=N\OC(=O)c1ccccc1 (centres undefined)	1.3%	78.6%	3.3%	-6.2%	-4.3%
COc1ccc2nc(Cl)c(/C=N/Nc3ccccn3)cc2c1	5.8%	-13.7%	1.2%	-1.8%	3.2%
CCn1cc(CN2CCCC(C(=O)c3cccc(OC)c3)C2)c(C)n1 (centres undefined)	-7.5%	46.0%	1.1%	-1.3%	-6.5%
CCN1CCN(C(=O)/C=C/c2ccc(C)o2)CC1	-4.9%	2.6%	1.8%	-7.6%	-5.9%
CC(C)n1ncc2c(C(=O)NCCc3ccc(F)cc3)cc(C3CC3)nc21	·	·	7.6%	·	-11.6%
CCOC(=O)C(=O)N1c2ccccc2C(N(C(=O)C(=O)OCC)c2ccccc2)CC1C (centres undefined)	5.8%	5.8%	i	-10.2%	0.3%
COc1ccc(NC(=O)/C=C/c2ccccc2)c([N+](=O)[O-])c1	-0.9%	12.0%	i	1.0%	8.3%
O=C(COc1ccc(C(=O)NCCc2ccccc2)cc1)Nc1ccccc1	-5.0%	?	0.5%	16.3%	-0.6%
N#Cc1cccc(C(=O)OCC(=O)NCc2ccco2)c1	-6.9%	1.2%	1.8%	-8.3%	10.9%
COc1ccc2c(c1OC)C(=O)N1N=C(c3ccc(Cl)cc3)CC21 (centres undefined)	-12.1%	74.1%	1.6%	-3.0%	-6.2%
Cc1ccc(-n2c(-c3ccco3)nc3c(cnn3-c3ccc(C)cc3)c2=O)cc1	·	·	0.9%	-9.2%	2.1%
CCCCC(=O)Nc1ccc2c3c(cccc13)C(=O)N2CC	-4.6%	9.5%	1.4%	-2.8%	18.0%
COc1ccc(CCNC(=O)CCCOc2ccc(Cl)cc2)cc1OC	-1.0%	23.2%	i	-0.3%	-3.3%
O=C(Nc1ccccc1)Nc1scc2c1c(=O)oc1ccccc12	2.9%	-6.3%	·	-9.6%	·
CC(O)CN1C(=O)C(CC(=O)Nc2ccc(Cl)cc2)SC1=Nc1ccccc1 (centres undefined)	2.7%	3.7%	3.1%	25.5%	6.7%
CCOC(=O)Cn1cc(C#N)c2cccc(CC)c21	12.3%	9.18µM*	0.1%	?	-10.9%
CC(C)CCNC(=O)CN(Cc1ccccc1)C(=O)CCC(=O)Nc1nccs1	9.3%	-4.6%	2.4%	6.3%	2.8%
COC(=O)c1ccc(C(=O)N2CCCC(CNC(=O)c3ccccc3Cl)C2)cc1 (centres undefined)	0.3%	-0.1%	i	-2.7%	9.5%
CNc1sc(C(=O)c2ccccc2F)c(N)c1-c1nc2ccccc2s1	-3.5%	9.4%	i	1.2%	13.6%
COc1c(OC)c(O)c2c(=O)cc(-c3c(O)cccc3O)oc2c1OC	4.1%	-12.1%	8.6%	-10.9%	-2.7%
CC(C)OC(=O)/C(=C/c1cccnc1)NC(=O)c1ccccc1	-3.0%	-4.8%	i	-2.3%	13.7%
CC(C)CCn1cnc2c1c(=O)n(C)c(=O)n2C	-5.8%	-0.6%	0.8%	-1.4%	0.0%
COc1cccc(NC(=O)COc2ccc(C(=O)N3CCN(C)CC3)cc2)c1	4.6%	18.3%	2.5%	-6.2%	2.8%
COc1ccccc1C(O)P(=O)(OC1CCCCC1)OC1CCCCC1 (centres undefined)	-1.4%	8.9%	i	-2.7%	1.4%
Cc1ccccc1-c1ccc(Nc2ccc(C(=O)N3CCOCC3)cc2)nn1	-7.0%	21.5%	0.3%	12.2%	0.9%
COC(=O)Nc1sc(C(=O)N(C)C)c(C)c1C(=O)OC	-20.6%	16.4%	1.7%	-5.4%	13.5%
COc1ccc(-c2nc3ccccc3c(=O)n2-c2cccnc2)cc1	-1.4%	7.3%	0.2%	-0.8%	-1.1%
CC(NC(=O)CN1C(=O)NC2(CCCCCC2)C1=O)c1ccccc1 (centres undefined)	·	-8.2%	1.2%	-10.0%	-3.3%
COc1cc(C2SCC(=O)N2c2c(C)n(C)n(-c3ccccc3)c2=O)ccc1O (centres undefined)	-1.1%	-17.6%	1.0%	-3.0%	2.8%
Cc1cc(C)c2c(Cn3ccnc3)cc(=O)oc2c1	-4.6%	-0.1%	0.1%	-18.0%	-1.9%
Cc1ccc(C(=O)/C=C/Nc2ccc(S(=O)(=O)Nc3onc(C)c3C)cc2)cc1	3.6%	73.8%	2.2%	5.3%	-5.4%
Other entries.
SMILES	PhoP GFP inhibition	M. tuberculosis	VEEV TC-83 Vero	H37Rv inhibition	H1N1 NS1A inhibition	others
Cc1cc(NC(=O)CCC(=O)N(CC(=O)NC2CCCC2)c2ccc(Cl)cc2)no1	0.3%	27.5%	i	3.3%	-10.4%
O=C(N1CCOCC1)N1CCN(c2ccccc2F)CC1	-0.9%	-2.8%	i	-8.4%	0.5%
CSCCc1nc(SCC(=O)Nc2nnc(C)s2)[nH]c1C	16.9%	-11.3%	0.9%	-3.7%	-9.5%
CC(C)c1ccc(S(=O)(=O)N2CCN(C(=O)CN3C(=O)NC4(CCCCC4)C3=O)CC2)cc1	-1.3%	5.3%	1.8%	5.9%	-7.5%
Cc1nc(-c2ccc(S(=O)(=O)N3CCN(C4c5ccccc5-c5ccccc54)CC3)s2)cs1	2.9%	3.2%	1.3%	7.6%	-1.8%
Cc1ccccc1-c1nnc(CN2CCC(C)CC2)o1	-3.4%	73.8%	i	5.7%	20.3%
C/C(N)=C(/C#N)C(=O)COC(=O)CNS(=O)(=O)c1c(F)cccc1F	-16.0%	-1.1%	0.1%	7.2%	-5.0%
CCOc1ccc(NC(=O)CCCCn2c(=O)[nH]c3ccsc3c2=O)cc1	-4.6%	7.2%	1.9%	55.9%	-12.4%
COc1ccc(NC(=O)NCC(C)CSc2ccc(C)cc2)c(OC)c1 (centres undefined)	-4.2%	8.1%	1.2%	-6.6%	-18.0%
Cc1ccc(S(=O)(=O)NC(=O)NN2CC3CCCC3C2)cc1 (centres undefined)	6.7%	-7.1%	0.4%	0.6%	19.9%

A portion from the list above, as a working copy:
SMILES	PhoP GFP inhibition	M. tuberculosis	VEEV TC-83 Vero	H37Rv inhibition	H1N1 NS1A inhibition	others
COc1cc(NCc2ccccc2)c2ncn(C(C)C)c2c1	·	29.1%	i	1.6%	0.8%
COc1ccccc1C(=O)Nc1ccc(CN2CCCCC2)cc1	6.6%	6.5%	2.1%	1.4%	-1.1%	VEEV TC-83 Vero 10K pilot screen=1.7
O=C(NC1=NCCS1)c1cccc(OC(F)F)c1	0.8%	4.4%	0.9%	1.8%	-11.1%
CC(C)(C)NC(=O)CCn1nc(-c2ccc(Cl)cc2)c2ccccc2c1=O	-6.2%	37.3%	0.3%	33.8%	-1.3%
CC(C)N(Cc1ccccc1)C(=O)CSc1nccn1C	-22.0%	7.5%	0.5%	9.2%	-5.4%
Nc1nonc1-n1nnc(C(=O)N/N=C/c2cccs2)c1CSc1ccccc1	-3.7%	8.9%	0.9%	1.0%	1.6%
C/C(=C\C(=O)OCCCCCCCCC(=O)O)C[C@@H]1OC[C@H](C[C@@H]2O[C@H]2[C@@H](C)[C@H](C)O)[C@@H](O)[C@H]1O	13.1µM*	-16.2%	2.7%	-8.0%	1.4%
COc1ccccc1N1CCN(Cc2cc(=O)c(OCC(=O)NC(C)C)co2)CC1	2.2%	1.2%	2.7%	2.9%	-8.4%
CCCCC(c1nnnn1C(C)C)N1CCN(C(=O)c2ccco2)CC1 (centres undefined)	-1.8%	7.2%	i	0.4%	4.0%
COc1ccc2nc(NC(=O)C3CCN(S(=O)(=O)c4cccc5nsnc45)CC3)sc2c1	9.9%	34.8%	i	-17.2%	7.0%
CCO[C@@H]1OC(C(=O)N2CCN(Cc3ccccc3)CC2)=C[C@H](C2CC2)[C@H]1CCCO	-0.7%	2.0%	5.4%	-0.5%	-11.8%
COc1cc(OC)c(N(C)S(=O)(=O)c2cccc(C(=O)OCC(=O)N(C)C3CCCCC3)c2)cc1Cl	·	·	8.0%	·	-9.0%
CCN1C[C@@H]2[C@@H]3C(=O)N(Cc4ccccc4)C(=O)[C@@H]3[C@](CC)(C1=O)N2C(=O)c1ccccc1	·	·	i	·	1.7%
Cc1onc(-c2ccccc2)c1C(=O)NNC(=S)NC(=O)/C=C/c1ccccc1	-7.8%	74.0%	1.6%	-7.5%	31.8%
O=C(OCCN1CCOCC1)c1ccc(O)cc1	1.5%	2.1%	i	6.2%	-4.0%

Following part.
SMILES	PhoP GFP inhibition	M. tuberculosis	VEEV TC-83 Vero	H37Rv inhibition	H1N1 NS1A inhibition	others
c1ccc(-c2ccc(C3=Nn4c(nnc4-c4cccs4)SC3)cc2)cc1	2.9%	31.1%	6.5%	?	·
O=C(NC(=S)Nc1nc2c(s1)CSc1ccccc1-2)c1ccccc1	0.4%	·	3.2%	·	25.1%
CCOc1ccc(C(=O)N2CCN(Cc3ccccc3)CC2)cc1	4.3%	3.3%	0.5%	-1.4%	-10.8%
O=C(COC(=O)Cc1ccsc1)Nc1ccc(Br)cc1	·	53.9%	1.3%	3.1%	-2.6%
Cc1ccc(Nc2nc(N)nc(COC(=O)C3=COCCO3)n2)cc1	·	-16.0%	2.1%	42.2%	-4.1%
